AGP1-GFP MLPCN: modulators of TOR pathway AGP1-GFP in S. cerevisiae; AID 2066; 320,000 compounds, 0.02% hits; GFP response vs DMSO, % at 10 µM; S. cerevisiae AGP1-GFP multiplex flow cytometry, 3 h; GFP as percent of DMSO wells;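 active = GFP response relative to DMSO above a set limit, near screen average plus 3 SD, cut at about 150% in these data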;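 also: median GFP channel fluorescence of the gated AGP1 strain per well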
GRK2 inh: inhibitors of human GRK2 displacing RNA aptamer; bead flow cytometry, FAM-aptamer displacement from GRK2; AID 488847; inhibition of aptamer binding, % at 10 µM; 330,000 compounds, 0.59% hits; P25098;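 active = inhibition of aptamer binding above 40%, roughly 3 SD of noise, on plates passing a quality check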;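 also: median bead fluorescence of bound FAM aptamer so fluorescent compounds give negative values; no value below 0 was filed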
VLA-4 inh: inhibition in a human VLA-4 binding assay; VLA-4 expressing cells, ligand binding flow cytometry; inhibition, % (about 7 µM as worked out from the volumes in the protocol); 330,000 compounds, 0.2% hits; P13612; AID 2557; in the data active = inhibition above about 50%
Target sequence (P13612 whole entry, looked up): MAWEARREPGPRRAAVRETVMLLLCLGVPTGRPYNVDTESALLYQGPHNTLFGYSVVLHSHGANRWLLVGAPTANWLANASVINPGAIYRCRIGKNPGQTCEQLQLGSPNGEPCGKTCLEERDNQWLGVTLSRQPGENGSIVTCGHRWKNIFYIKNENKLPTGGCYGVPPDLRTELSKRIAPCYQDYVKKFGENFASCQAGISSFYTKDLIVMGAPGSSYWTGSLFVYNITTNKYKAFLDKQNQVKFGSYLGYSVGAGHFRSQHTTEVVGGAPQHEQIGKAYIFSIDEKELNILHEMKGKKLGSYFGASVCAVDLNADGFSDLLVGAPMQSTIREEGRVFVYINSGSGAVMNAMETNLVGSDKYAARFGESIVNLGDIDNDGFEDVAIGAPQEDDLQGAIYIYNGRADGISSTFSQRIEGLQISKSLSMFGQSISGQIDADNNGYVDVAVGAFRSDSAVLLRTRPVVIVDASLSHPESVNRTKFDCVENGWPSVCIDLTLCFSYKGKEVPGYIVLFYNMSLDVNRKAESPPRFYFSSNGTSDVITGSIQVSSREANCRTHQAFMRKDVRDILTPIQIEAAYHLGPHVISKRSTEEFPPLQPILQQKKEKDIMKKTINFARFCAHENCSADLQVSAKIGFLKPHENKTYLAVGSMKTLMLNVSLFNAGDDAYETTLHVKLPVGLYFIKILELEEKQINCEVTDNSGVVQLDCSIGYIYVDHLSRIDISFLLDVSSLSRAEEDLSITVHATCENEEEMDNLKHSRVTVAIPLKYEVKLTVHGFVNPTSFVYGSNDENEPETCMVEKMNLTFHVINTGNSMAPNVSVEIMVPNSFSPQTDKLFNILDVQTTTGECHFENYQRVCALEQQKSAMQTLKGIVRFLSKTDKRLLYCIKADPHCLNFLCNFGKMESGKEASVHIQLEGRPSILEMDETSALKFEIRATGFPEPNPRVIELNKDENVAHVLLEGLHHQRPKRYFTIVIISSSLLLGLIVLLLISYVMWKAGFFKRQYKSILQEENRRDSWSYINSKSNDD
MEP2-GFP yeast: yeast TOR pathway MEP2-GFP modulation; S. cerevisiae MEP2-GFP strain, flow cytometry GFP, 3 h; 100% = DMSO control level; 330,000 compounds, 0.51% hits; GFP response vs DMSO, % at 10 µM;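 active = GFP response versus DMSO above a set limit, roughly screen mean plus 3 SD, cut at about 180% in these data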;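 also: median GFP fluorescence of the barcode-gated MEP2-GFP cells per well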
CIT2-GFP yeast: alters CIT2-GFP fluorescence in TOR pathway yeast screen; S. cerevisiae CIT2-GFP strain, flow cytometry, 3 h; 100 means same as DMSO wells; GFP response vs DMSO, % at 10 µM; 320,000 compounds, 0.065% hits; AID 2029;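 active = GFP response relative to DMSO above a set limit, near the screen mean plus 3 SD, cut at about 150% in these data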;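 also: ratio of well median GFP fluorescence to mean of DMSO wells on the plate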
LAP4 TOR yeast: yeast TOR pathway LAP4-GFP modulation; GFP response vs DMSO, % at 10 µM; 320,000 compounds, 0.34% hits; S. cerevisiae LAP4-GFP multiplex, flow cytometry GFP, 3 h; median GFP as percent of DMSO wells; AID 2023;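 active = GFP response vs DMSO above a set limit, about the screen mean plus 3 SD, cut at about 150% in these data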
Yeast superoxide: lowers age-related superoxide in aged yeast cells | S. cerevisiae aged cells, superoxide DHE fluorescence; stronger effect = lower value | superoxide response (% of plate mean), % at 10 µM | 330,000 compounds, 0.18% hits;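 active = superoxide response under a set limit, about three screen SD below normal, cut at about 65% in these data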;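 also: yeast aged for seven days with compound at 30 °C before DHE staining; 100% = average MFI of all compound-treated wells on the plate with controls excluded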
RPL19A TOR yeast: yeast TOR pathway RPL19A-GFP modulation | 330,000 compounds, 0.3% hits | AID 2025 | percent response vs DMSO, % at 10 µM | S. cerevisiae RPL19A-GFP strain, flow cytometry, 3 h; stronger effect = lower value;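 active = percent response vs DMSO below 50%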;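 also: median channel GFP fluorescence of the barcoded RPL19A-GFP strain; ratio of sample median GFP to plate DMSO average so 100% = DMSO; lower means less RPL19A-GFP as with rapamycin TOR inhibition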
* hit, by the source's call.

SMILES	AGP1-GFP MLPCN	GRK2 inh	VLA-4 inh	MEP2-GFP yeast	CIT2-GFP yeast	LAP4 TOR yeast	Yeast superoxide	RPL19A TOR yeast
CC(C)=CCSc1nnc(CCNC(=O)OC(C)(C)C)o1	108	0	13	90	95	94	99	101
CCSC1=N/C(=C\c2ccc(-c3ccccc3[N+](=O)[O-])o2)C(=O)S1	100	0	2	125	102	106	116	102
O=C(CCl)NN1C(=O)NC(c2ccccc2)(c2ccccc2)C1=O	100	7	2	103	106	94	106	99
C=CCC1c2cccc(C(=O)O)c2C(=O)N1c1cccc(C)c1 (stereo not drawn)	75	0	-14	86	67	137	90	103
O=C1c2ccccc2C(=O)N1CCC#Cc1ccc2cc(C3(O)CCCCC3)oc(=O)c2c1	97	2	14	95	107	98	91	98
O=C(Cc1nnc(NC(=O)c2ccccc2)s1)N/N=C/c1ccco1	91	0	-3	88	101	88	97	97
COc1ccc(-c2cc(C(=O)OCC(=O)NC3CC3)c3ccccc3n2)cc1	98	2	1	98	82	111	129	97
CCc1c(C)sc(NC(=O)c2cccs2)c1C(N)=O	100	1	2	99	89	117	101	96
O=C1C2C(C(=O)N1Cc1ccco1)C1C=CC2C12CC2 (stereo not drawn)	110	4	-1	101	96	103	90	104
NC(=O)NN=C1C2CCCC1C(c1ccccc1)NC2c1ccccc1 (stereo not drawn)	100	0	-9	94	87	125	91	92
CC(C)C[C@H](NC(=O)c1nc[nH]c1C(=O)N1CCc2ccccc2C1)C(=O)OCc1ccccc1	88	0	-19	93	101	126	92	101
CC1(C)CC2CC(C)(CN2C(=O)c2cccs2)C1 (stereo not drawn)	102	1	0	101	102	100	91	99
CSc1ccccc1NC(=O)c1ccccc1C	94	0	15	101	93	105	81	98
O=C(COC(=O)C1CCN(c2ccc(C(F)(F)F)cn2)CC1)NC1CCCCC1	101	0	-1	88	97	99	108	96
COc1cccc(-c2nnn(CCC(=O)O)n2)c1	104	0	-27	112	109	106	88	98
Cc1c(Cl)cccc1NC(=O)C(=O)NNS(=O)(=O)c1ccc(F)cc1	100	0	10	86	102	74	105	103
O=C(NCCS(=O)(=O)N1CCN(c2ccccc2F)CC1)c1ccco1	109	3	6	100	105	101	96	97
COc1ccc2oc(=N)c(C(=O)Nc3cccc(C)c3C)cc2c1	95	1	12	100	98	95	106	100
O=C(/C=C1\NCC2c3ccccc3CCN2C1=O)c1ccccc1 (stereo not drawn)	102	0	-4	99	88	113	102	98
O=C1CCN(Cc2ccccc2)S(=O)(=O)c2ccc(F)cc21	97	0	-6	93	99	107	93	98

Whole records, quoted from the list:
CCc1c(C)sc(NC(=O)c2cccs2)c1C(N)=O in the list: AGP1-GFP MLPCN: 100; GRK2 inh: 1; VLA-4 inh: 2; MEP2-GFP yeast: 99; CIT2-GFP yeast: 89; LAP4 TOR yeast: 117; Yeast superoxide: 101; RPL19A TOR yeast: 96
COc1ccc(-c2cc(C(=O)OCC(=O)NC3CC3)c3ccccc3n2)cc1 in the list: AGP1-GFP MLPCN: 98; GRK2 inh: 2; VLA-4 inh: 1; MEP2-GFP yeast: 98; CIT2-GFP yeast: 82; LAP4 TOR yeast: 111; Yeast superoxide: 129; RPL19A TOR yeast: 97

The listing picks up, starting four compounds before the break.
SMILES	AGP1-GFP MLPCN	GRK2 inh	VLA-4 inh	MEP2-GFP yeast	CIT2-GFP yeast	LAP4 TOR yeast	Yeast superoxide	RPL19A TOR yeast
O=C(NCCS(=O)(=O)N1CCN(c2ccccc2F)CC1)c1ccco1	109	3	6	100	105	101	96	97
COc1ccc2oc(=N)c(C(=O)Nc3cccc(C)c3C)cc2c1	95	1	12	100	98	95	106	100
O=C(/C=C1\NCC2c3ccccc3CCN2C1=O)c1ccccc1 (stereo not drawn)	102	0	-4	99	88	113	102	98
O=C1CCN(Cc2ccccc2)S(=O)(=O)c2ccc(F)cc21	97	0	-6	93	99	107	93	98
Cc1ccc(NC(=O)c2ccc3c(c2)OCCO3)cc1S(=O)(=O)Nc1cccc(Cl)c1	105	3	2	102	102	91	89	104
CCCc1nnc(NC(=O)COc2ccc3c(c2)OCO3)s1	96	0	7	106	98	106	105	102
Cc1c(C#N)c2ccccc2n1CC(=O)NCCc1c[nH]c2ccccc12	98	0	-6	87	94	92	97	106
CSCC[C@H](NC(=O)OC(C)(C)C)C(=O)N1CCC(C(=O)NCC(=O)Nc2ccc(C)cc2)CC1	108	1	13	105	109	106	132	100
O=C(c1cc(C(=O)NCCc2ccccc2)c(=O)n(CCc2ccccc2)c1)c1cc(Cl)ccc1O	105	0	0	95	112	94	94	108
Cc1ccc(OCC(=O)NNC(=O)c2cc3ccccc3o2)cc1	101	0	-16	102	96	98	108	96
O=C(NCc1ccc2c(c1)OCO2)C1CC(=O)N(c2ccc(Cl)cc2)C1 (stereo not drawn)	103	0	0	99	98	94	105	104
CC(Oc1ccc(F)cc1)C(=O)Oc1ccc(N(C)S(=O)(=O)c2ccccc2)cc1 (stereo not drawn)	106	2	-1	102	95	111	107	99
O=C1N=c2ccccc2=C1c1c(O)[nH]c2c(C(F)(F)F)cccc12	107	1	7	109	103	103	107	108
CCOC(=O)c1cc2sc(C)cc2n1CCCN1C(=O)c2ccccc2C1=O	90	0	-3	88	88	98	87	93
CC1(C(=O)NC(=S)N(CCC#N)c2ccccc2)CC1(Cl)Cl (stereo not drawn)	101	0	13	104	105	101	95	104
Clc1cccc(-c2nc3nc4ccccc4nc3n2Cc2ccccc2)c1	99	0	4	100	101	98	103	111
S=C(NCCc1ccccc1)N1CCCC1	96	0	2	96	100	105	83	97
Cc1cc(N2CCOCC2)nc2ccc(NC(=O)CCC(=O)N3CCN(c4cccc(C(F)(F)F)c4)CC3)cc12	107	0	-5	120	104	98	100	109
CC(C)NC(=O)C(c1ccc(F)cc1)N(C(=O)CCC(=O)Nc1ccccn1)C1CCCCC1 (stereo not drawn)	99	2	8	104	97	97	101	100
CCc1cc(-c2[nH]ncc2-c2ccc([N+](=O)[O-])cc2)c(O)cc1OC	105	0	7	120	106	111	85	114
CCCn1c(SCC(=O)Nc2ccccc2C(=O)NC2CC2)n[nH]c1=O	106	3	4	99	98	99	100	100
O=Cc1cn(-c2ccccc2)nc1-c1cc2ccccc2oc1=O	98	0	-18	105	104	102	106	102
C/C(=N/N=C1/NC(=O)CC(C(=O)O)S1)c1ccccc1 (stereo not drawn)	112	0	-15	111	108	103	101	108
CC(C)(C)c1nc(C(C)(C)C)c(Br)c(=O)[nH]1	96	0	0	109	104	90	112	92
COc1ccc(N(CC(=O)NCCSCc2ccccc2Cl)S(C)(=O)=O)cc1Cl	89	0	-4	111	99	95	106	96
O=C(NCc1ccccn1)C1CC(=O)N(C2CCCC2)C1 (stereo not drawn)	95	0	-8	94	90	96	100	95
Cc1cc2nc(CN(C)Cc3c(C(=O)N(C)C)nc4ccc(Cl)cn34)[nH]c2cc1C	97	0	15	104	100	100	102	96
COc1ccc(C(=O)n2nc(C#N)c(C#N)c2N)cc1	101	0	5	101	95	111	87	100
O=C1CSc2ccccc2N1Cc1ccc(F)cc1	110	0	-10	104	111	111	92	107
COc1cc([N+](=O)[O-])cc2sc(NC(=O)C3CC3)nc12	99	3	-9	90	92	98	120	98
CC/C(=N\Nc1ccccc1[N+](=O)[O-])c1ccc(O)cc1	94	2	-2	100	95	102	98	101
O=C(O)COc1ccc(NC(=O)c2ccco2)cc1	52	40	-11	98	51	129	98	94
CCCC(=O)Nc1ccc(NC(=O)C2CC2)cn1	90	2	24	96	94	91	99	92
CCOCCCNC(=O)c1cc2c(-c3ccc(Cl)cc3)nn(C)c2s1	85	1	0	103	83	111	115	88
CC(SCC(=O)NC(C)C1CC2CCC1C2)C(=O)O (stereo not drawn)	106	2	1	103	110	96	95	101
Cc1ccc(S(=O)(=O)N(C)CC(=O)NCC(c2ccc(F)cc2)N2CCOCC2)cc1 (stereo not drawn)	103	2	33	102	101	101	111	100
CCn1c(CC(=O)Nc2ccccc2)nnc1SCC(=O)Nc1ccccc1C(=O)OC	100	3	24	109	108	95	99	102
Cc1cc(-c2nc3ncccc3o2)ccc1NC(=S)NC(=O)C(C)C	101	0	7	96	98	94	83	105
Cc1ccc(C(=O)N/C(=C/c2ccc(-c3ccc([N+](=O)[O-])cc3)o2)C(=O)NCCCN(C)C)cc1	98	0	-287	105	91	112	97	97
COc1ccc(N=C2S/C(=C\c3ccc(C)o3)C(=O)N2CC(C)C)cc1	91	0	11	100	98	114	99	99
CN1CCN(C(=O)CSc2nnc(COc3ccc(Cl)cc3)o2)CC1	94	2	4	102	100	94	116	99
Cc1ccc(NC(=O)CSCc2cc(=O)n3cc(C)sc3n2)cc1	105	1	19	105	108	102	116	103
CCn1cc(C(=O)Nn2cnnc2)c(=O)c2ccc(C)nc21	102	2	11	100	107	103	95	104
Cn1ncc([N+](=O)[O-])c1C(=O)N1CCOCC1	103	2	0	95	104	88	98	96

3 of these compounds in another layout:
> Cc1cc2nc(CN(C)Cc3c(C(=O)N(C)C)nc4ccc(Cl)cn34)[nH]c2cc1C
  AGP1-GFP MLPCN: 97
  GRK2 inh: 0
  VLA-4 inh: 15
  MEP2-GFP yeast: 104
  CIT2-GFP yeast: 100
  LAP4 TOR yeast: 100
  Yeast superoxide: 102
  RPL19A TOR yeast: 96
> O=C1CSc2ccccc2N1Cc1ccc(F)cc1
  AGP1-GFP MLPCN: 110
  GRK2 inh: 0
  VLA-4 inh: -10
  MEP2-GFP yeast: 104
  CIT2-GFP yeast: 111
  LAP4 TOR yeast: 111
  Yeast superoxide: 92
  RPL19A TOR yeast: 107
> CCOCCCNC(=O)c1cc2c(-c3ccc(Cl)cc3)nn(C)c2s1
  AGP1-GFP MLPCN: 85
  GRK2 inh: 1
  VLA-4 inh: 0
  MEP2-GFP yeast: 103
  CIT2-GFP yeast: 83
  LAP4 TOR yeast: 111
  Yeast superoxide: 115
  RPL19A TOR yeast: 88

New compounds follow
SMILES	AGP1-GFP MLPCN	GRK2 inh	VLA-4 inh	MEP2-GFP yeast	CIT2-GFP yeast	LAP4 TOR yeast	Yeast superoxide	RPL19A TOR yeast
O=C(NCCOc1ccccc1F)c1ccccc1SCc1ccc(F)cc1	96	1	12	86	85	98	99	97
CCC(C)(C)NC(=O)CN(C(=O)CNS(=O)(=O)c1ccccc1)c1ccccc1	98	1	8	96	100	101	103	97
COc1ccc(CCn2nc(C)c([N+](=O)[O-])c2C)cc1	97	8	-6	97	106	92	98	98
CCOc1ccc(CN2CCN(C3CCC3)CC2CCO)cc1 (stereo not drawn)	100	1	20	111	105	97	104	102
CC1Cc2ccccc2N1CC(=O)NC(c1ccccc1)c1ccccc1 (stereo not drawn)	99	0	7	111	100	90	104	110
CC1=NN(C(N)=S)C(=O)C1N=Nc1c(Cl)cc([N+](=O)[O-])cc1Cl (stereo not drawn)	120	0	1	111	104	94	120	110
CC(Oc1ccccc1)C(=O)N1CCN(c2ccc(N3CCCCC3)nn2)CC1 (stereo not drawn)	98	4	-5	100	104	103	101	98
